# PostGolgi yeast – phenotypic screen on post-Golgi transport, primary screen; post-Golgi transport phenotypic cell assay; inhibition, % at 10 µM; actives 0.9% (n = 98,000); AID 739, 2007;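 further: yeast cells grown in 1536-well plates; yeast grown about 18 h at 30C before absorbance read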
# CYP2C19 act – human CYP2C19 activators, primary screen, biochemical, luminescence; activation factor at 5 µM; recombinant CYP2C19, luciferin-H EGE luminescence; active compounds read high; 0 = fully inhibited enzyme, 1 = untreated enzyme; AID 1025, 2008; 96,000 tested, under 10 active;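 active means activation factor of at least 2 at 5 µM in the primary screen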;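 further: 0 = wells with 2.5 mM tranylcypromine and 1 = vehicle-only wells; values of inactives mirror those of a sister screen read the other way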
# Target sequence (P33261 whole entry, looked up): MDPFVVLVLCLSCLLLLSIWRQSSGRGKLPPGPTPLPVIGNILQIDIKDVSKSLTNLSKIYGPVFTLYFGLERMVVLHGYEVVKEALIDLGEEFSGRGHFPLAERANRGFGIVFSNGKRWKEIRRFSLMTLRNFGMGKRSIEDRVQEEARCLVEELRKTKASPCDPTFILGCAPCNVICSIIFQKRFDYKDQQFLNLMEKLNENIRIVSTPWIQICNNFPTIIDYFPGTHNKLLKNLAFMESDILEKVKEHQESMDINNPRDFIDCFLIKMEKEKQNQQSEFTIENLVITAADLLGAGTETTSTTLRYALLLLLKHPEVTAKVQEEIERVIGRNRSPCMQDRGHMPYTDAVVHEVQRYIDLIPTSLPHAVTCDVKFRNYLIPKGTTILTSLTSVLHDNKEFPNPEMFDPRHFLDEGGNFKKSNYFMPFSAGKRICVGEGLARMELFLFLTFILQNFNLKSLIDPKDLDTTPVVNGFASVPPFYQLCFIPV
# sEH inhibitor – soluble epoxide hydrolase inhibitors, primary screen, biochemical, human sEH; Bifunctional epoxide hydrolase 2 (Homo sapiens), P34913; recombinant human sEH enzymatic activity assay; inhibition, % at 2 µM; actives 0.34% (n = 91,000); in the data active means inhibition above about 80%; further: values of inactives mirror those of a sister screen read the other way; many of its hits are not listed in these tables
# PostGolgi ctrl – growth inhibition of yeast control strain, primary screen, counter-screen for post-Golgi transport modulator project. efflux-deficient yeast background strain, growth absorbance A615, 16 h. inhibition, % at 10 µM. actives 5% (n = 98,000)
# CYP2C19 inhib – blockers of cytochrome P450 2C19 activity – biochemical, luminescence, ADME assay, primary screen; inhibition, % at 5 µM; CYP2C19 Supersomes, luciferin-H EGE luminescence, 30 min; AID 778, 2007; actives 21% (n = 96,000); P33261;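 active means CYP2C19 inhibition above a set limit at 5 µM in the primary screen, cut at about 50% in these data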;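 further: plate controls were negative control wells for no effect and 2.5 mM tranylcypromine positive control for full effect; values of inactives mirror those of a sister screen read the other way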
# sEH act – soluble epoxide hydrolase activators, primary screen, biochemical, human sEH; activation, % at 2 µM; Bifunctional epoxide hydrolase 2 (Homo sapiens), P34913; purified human sEH enzymatic activity, activator screen; actives 0.04% (n = 91,000); in the data active means activation above about 37%; further: values of inactives mirror those of a sister screen read the other way
# S1P2 blocker – human S1P2 receptor antagonists, primary screen, cell-based. cell-based S1P2 antagonist assay, inhibition at 5 uM. inhibition, % at 5 µM. actives 0.21% (n = 97,000). AID 736, 2007; in the data active means inhibition above about 45%;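 further: CRE beta-lactamase reporter cells expressing human S1P2 stimulated with S1P; 0% = agonist at EC80 alone and 100% = agonist plus reference antagonist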
# Target sequence (O95136 whole entry, looked up): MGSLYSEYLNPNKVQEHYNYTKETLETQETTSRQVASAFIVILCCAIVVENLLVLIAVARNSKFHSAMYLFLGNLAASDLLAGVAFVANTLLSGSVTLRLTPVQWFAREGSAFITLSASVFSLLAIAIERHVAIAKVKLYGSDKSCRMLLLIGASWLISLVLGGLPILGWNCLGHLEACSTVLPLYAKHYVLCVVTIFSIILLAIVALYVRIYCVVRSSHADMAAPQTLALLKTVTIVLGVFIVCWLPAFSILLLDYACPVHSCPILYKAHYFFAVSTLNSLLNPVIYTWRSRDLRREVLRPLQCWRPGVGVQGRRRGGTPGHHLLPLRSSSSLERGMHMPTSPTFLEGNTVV
# S1P2 ag – S1P2 receptor agonists, primary screen, cell-based | Sphingosine 1-phosphate receptor 2 (Homo sapiens), O95136 | S1P2-expressing cell line, agonist reporter read-out | activation, % at 4.5 µM | actives 0.46% (n = 97,000) | AID 729, 2007; in the data active means activation above about 16%;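 further: 0% = vehicle low control and 100% = maximal reference agonist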
# hDAT+cocaine – changed hDAT dopamine uptake under cocaine IC80, either direction, primary screen, cocaine antagonist project, cell-based, LLC-PK1 hDAT, [14C]-dopamine uptake, MLSMR. Sodium-dependent dopamine transporter (Homo sapiens), Q01959. LLC-PK1 hDAT cells, [14C]-dopamine uptake with cocaine IC80; actives deviate in either direction. B-score at 10 µM. actives 1.3% (n = 110,000);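 active means Z score or B-score, a plate-position-corrected score, falls beyond the plate's 99.7% confidence bounds, in either direction; inactive means both scores lie inside the 99.7% bounds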;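 further: scored against the spread of the other compound wells on the same plate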
# * = called active by the depositor; nt = no result given; & = joins results of further samples. Unless noted, no stated cut-off is given here; in the data, active means inhibition above about 30%; inactive means the rest.
SMILES,PostGolgi yeast,CYP2C19 act,sEH inhibitor,PostGolgi ctrl,CYP2C19 inhib,sEH act,S1P2 blocker,S1P2 ag,hDAT+cocaine
COC(=O)C(C(=O)NCC1CCCO1)C1CCCC1 (centres undefined),23,0.9,5,7,9,-5,-1,0,0.0065
O=C(c1cc(-c2ccco2)on1)N1CCc2ccccc2C1,2,0.7,nt,14,32,nt,4,-6,0.13
O=C(Cn1cnc2sc(-c3ccccc3)cc2c1=O)NCc1ccco1,-2,1,-15,3,-1,13,-20,-5,-0.92
CCCS(=O)(=O)N1CCN(C(=O)c2cccc(OC)c2)CC1,-2,0.2,nt,3,78*,nt,4,-3,0.63
Cn1c(SCc2c(F)cccc2Cl)nnc1-c1cccs1,20,0.7,-1,3,35,6,-11,-1,2.3*
CN(C)S(=O)(=O)N1CCN(S(=O)(=O)c2ccc(F)cc2)CC1,-3,0.9,-2,22,13,6,3,-5,0.033
O=C(Cc1ccc(-n2c(=O)[nH]c3ccccc3c2=O)cc1)N1CCN(c2cccc(Cl)c2)CC1,-29,0.6,-1,37*,40,4,24,-4,0.51
N#Cc1nc(COc2ccc(Br)cc2)oc1N1CCN(Cc2ccccc2)CC1,0,0.8,-3,20,17,5,13,-7,0.83
O=C(Nc1scc(-c2cccs2)c1C(=O)O)c1cccs1,0,1.1,-1,-2,-10,1,-1,-3,0.42
CC1CCN(c2c([N+](=O)[O-])nn(-c3ccc4c(c3)OCCO4)[n+]2[O-])CC1,2,0.8,6,0,19,-6,-23,8,0.87
COC(=O)CC1=NC(=O)CS1,2,1.2,nt,6,-21,nt,nt,nt,0.1
Cc1c(NC(=O)c2cc3nc(-c4ccccc4)cc(C)n3n2)c(=O)n(-c2ccccc2)n1C,10,0.9,5,20,8,-4,-19,0,-0.09
CCC(=O)Oc1oc(-c2ccccc2)nc1C=Nc1ccccc1OC,4,0.9,12,6,14,-12,-9,0,-0.28
CCC(C(=O)NC(C)(C)C)N(C(=O)Cn1nnc(-c2cccs2)n1)c1cnc2ccccc2c1 (centres undefined),-2,0.8,5,-1,18,-5,-3,2,1.6
COCCOc1nc2c(c(=O)n(C)c(=O)n2C)n1CCc1ccccc1,-2,0.6,5,-1,44,-6,-2,-8,-0.49
Cc1ccc(CNCC(O)(c2ccccc2)c2ccc(F)cc2)cc1 (centres undefined),13,0.9,nt,4,13,nt,21,-4,nt
Cc1ccccc1NS(=O)(=O)c1ccc2[nH]cc(C(=O)N(C)Cc3ccco3)c(=O)c2c1,5,0.9,-18,6,14,15,10,-10,1.9
COc1cc(N=Cc2c(O)[nH]c3ccccc23)cc(OC)c1OC,3,0.4,nt,4,64*,nt,5,2,-0.0061
COCCn1nnnc1C(c1cccs1)N1CCN(c2cccc(C(F)(F)F)c2)CC1 (centres undefined),4,0.6,5,25,36,-3,-12,-2,0.29
N#Cc1ccc(N2CCN(c3ccc(F)cc3)CC2)cc1,nt,nt,-13,nt,nt,10,-9,-3,0.21
O=C(CN1CCN(C(=O)c2ccccc2)CC1)Nc1ccc(Br)cn1,2,1,16,3,3,-15,0,-1,0.19
OCCNC(=S)NC1CCCCC1,-4,0.9,18,4,11,-19,4,-3,1.4
Cc1ccsc1/C=N/n1c(-c2cccnc2)n[nH]c1=S,5,1.1,-4,21,-6,4,-8,-7,-1
CN1c2ccccc2-c2nc3ccccc3n2C1c1ccncc1 (centres undefined),-4,0,-9,15,96*,11,5,-1,0.13
CC1=C(C(=O)Nc2ccc(C)cc2C)C(c2ccc(C)o2)NC(=O)N1 (centres undefined),7,1.2,-12,18,-18,10,-3,0,-0.61
# (next part)
SMILES,PostGolgi yeast,CYP2C19 act,sEH inhibitor,PostGolgi ctrl,CYP2C19 inhib,sEH act,S1P2 blocker,S1P2 ag,hDAT+cocaine
CCc1ccc(/C=C\C(=O)N2CCc3ccccc3C2)cc1,-10,0.8,8,4,17,-2,0,-5,nt
Cc1ccc(C2(CC(=O)O)CCOC(C)(C)C2)cc1 (centres undefined),nt,nt,2,nt,nt,-1,32,-3,-0.48
CC(C)Oc1ccc(C(CC(=O)O)NC(=O)c2cccs2)cc1 (centres undefined),-10,1.1,6,3,-7,-9,5,-6,1.2
CCOC(=O)CSc1nnc(CNC(=O)c2ccc(OC)cc2)n1C1CCCCC1,-8,0.2,1,-2,75*,-1,10,-6,0.31
Cc1ccccc1N1CCN(S(=O)(=O)c2ccc3oc(=O)ccc3c2)CC1,24,0.6,3,3,41,-1,11,-8,-0.088
Nc1nonc1-c1noc(CCCOc2ccc(Cl)cc2Cl)n1,-5,0.6,nt,12,40,nt,nt,nt,-0.077
COc1ccc(NC(=O)CNS(=O)(=O)c2ccc3nc(C)sc3c2)c(OC)c1,7,0.7,-4,7,28,3,6,1,-0.06
Cc1c(C(=O)O)oc2c1C(O)CC(C)(C)C2 (centres undefined),-1&-8,0.9,13&4,0&2,10,-10&-4,5&-2,-4&-1,-0.93&-1
O=C(O)C1Cc2ccccc2CN1C(=O)c1ccccc1 (centres undefined),0,1,1,7,0,-2,0,-4,-0.35
CCCCCCn1c(SCC(=O)Nc2cc(C)on2)nc2ccccc2c1=O,-8,0.5,3,0,47,-5,-14,0,-0.16
CCCCN(Cc1ccccc1)c1ncnc2nc[nH]c12,-10,0.8,nt,29,17,nt,nt,nt,-0.3
COc1cc(C(=S)N2CCC(C)CC2)ccc1O,-3,0.6,-8,-6,44,6,-11,-1,-0.014
Cc1ccc(C)c(/C(O)=C2\C(=O)C(=O)N(CCCn3ccnc3)C2c2ccncc2)c1 (centres undefined),-3,0.8,11,2,22,-11,-3,-9,1.8
CCOC(=O)C1CCN(C(=O)COc2ccc(Cl)cc2)CC1,-6,0.6,4,-4,44,-1,7,-8,0.91
CC1(C)NC(=O)N(CC(O)Cn2nnc3ccccc32)C1=O (centres undefined),5,0.3,-9,-3,69*,10,-2,-3,0.024
Cc1ccc([N+](=O)[O-])cc1NC(=O)CN1CCCCC1,-2,0.8,3,8,16,0,3,1,-0.86
O=C(N[C@@H](Cc1ccccc1)C(=O)O)c1cccnc1,2,1,16,-1,-1,-15,9,-1,-2.2
CCCc1cc(N2CCCC(C(=O)Nc3ccc(OC)cc3OC)C2)n2ncnc2n1 (centres undefined),-2,0.7,-10,1,29,12,-11,-7,1.6
Cc1ccc(N(CC(=O)O)S(=O)(=O)c2cccc3nonc23)cc1,-3,0.9,-10,9,6,9,18,-6,0.014
COc1ccc(-c2cc(C(F)(F)F)n3ncc(C(=O)NCc4ccco4)c3n2)cc1,11,0.5,-5,15,51*,4,-4,-1,0.11
N#CCSc1nnc(Cc2ccc3c(c2)OCO3)o1,-1,0.8,10,3,16,-10,8,-4,-0.94
COc1ccc(NC(=O)CN(Cc2ccccc2)S(C)(=O)=O)c(OC)c1,16,0.7,8,12,28,-7,4,-5,1.5
CN1CCN(CC(=O)N2c3ccccc3C(C)(c3ccccc3)CC2(C)C)CC1 (centres undefined),-4,1,-2,36*,-4,3,10,-1,0.24
CSC1=NCCN1C(=O)Cc1ccc(Cl)cc1,8,0.4,12,-2,57*,-13,12,-3,0.62
O=C(CSc1nnc(Cc2cccs2)n1-c1ccc(Cl)cc1)NCc1ccc2c(c1)OCO2,-1,0.6,-6,12,35,6,5,-11,1.8
# The listing continues.
SMILES,PostGolgi yeast,CYP2C19 act,sEH inhibitor,PostGolgi ctrl,CYP2C19 inhib,sEH act,S1P2 blocker,S1P2 ag,hDAT+cocaine
CC1(C)CC(NC(=O)c2ccc3c(c2)OCO3)CC(C)(C)N1,2,0.9,-7,20,15,6,-10,-4,0.37
CC1(C)CC(=O)c2c(nn(-c3ccccc3)c2-c2ccncc2)C1,nt,nt,-2,nt,nt,3,-2,-4,0.039
COC(=O)c1[nH]c2cccc(OC)c2c1NC(=O)CN1CC(C)OC(C)C1 (centres undefined),-1,0.8,3,7,15,-4,8,-6,0.017
O=C(O)c1ccc(OC2CSC2)cc1,-20,1,3,18,2,-4,22,0,-1.1
O=C1c2[nH]nc(-c3ccccc3O)c2C(c2ccccc2F)N1Cc1ccco1 (centres undefined),-3,0.1,-18,10,85*,19,-6,-10,-0.47
CC(C)C(=O)Nc1nnc(CCc2nnc(NC(=O)C(C)C)s2)s1,1,nt,-4,4,nt,6,2,-5,-0.11
Cn1c(=O)c2c(nc(Br)n2CCSc2nc3ccccc3o2)n(C)c1=O,2,nt,2,10,nt,-1,-4,-5,nt
C=CCSc1nc(N)c(C(=O)Nc2ccccc2C)cc1C(N)=O,3,0.3,6,12,68*,-1,-6,-4,0.52
COc1cc(CN2C(=O)C(NC(=O)c3ccco3)(C(F)(F)F)C3=C2CC(C)(C)CC3=O)cc(OC)c1 (centres undefined),4,0.9,-10,16,14,7,-6,-1,1.9
COc1ccc2c(c1)-c1c(ssc1=S)C(C)(C)N2,nt,nt,-4,nt,nt,2,12,-6,0.14
CN(CC(=O)N1CC=C(c2ccccc2)CC1)S(=O)(=O)c1cnc[nH]1,-1,0,12,20,95*,-13,13,-5,0.64
CC(C)(C)c1ccc(N2C(=O)Cc3c2nc(N)c(C#N)c3N)cc1,7,1.2,-8,21,-16,8,2,-9,0.79
Cc1ccc(C(=O)Nc2ncc(C)s2)o1,5,0.8,7,0,20,-7,2,-4,0.37
CCCCCn1c(CN2CCN(c3cccc(Cl)c3)CC2)nc2c1c(=O)[nH]c(=O)n2C,2,0.6,-6,45*,44,7,6,0,0.65
CN1CCN(S(=O)(=O)c2ccc(Br)c3nsnc23)CC1,3,0.8,-16,-13,24,13,14,-6,-0.15
CCOC(=O)c1c(-c2ccc(F)cc2)cn2ccccc12,7,0.8,-20,9,21,19,1,-3,-0.86
O=C(CN(Cc1ccccc1)S(=O)(=O)c1ccccc1)N/N=C/c1ccccc1[N+](=O)[O-],-2,0.6,13,18,42,-11,11,-6,1.1
Clc1ncn(C23CC4CC(CC(C4)C2)C3)n1,-5,0.9,5,-9,14,-5,14,-4,-0.88
Oc1ccccc1C1=Nc2ccccc2N=C(c2cccs2)C1,0,0.8,-6,30,23,7,9,-4,-1.2
Cc1ccc(SCC(=O)Nc2ncc(C)s2)cc1,-7,0.5,-6,-4,50,5,4,-4,-1
CCCC1=C(C(=O)OCC)C(/C=C/c2ccccc2)n2ncnc2N1 (centres undefined),-8,0.1,-6,2,91*,5,-28,6,0.52
CCCCOc1ccc(C(=O)Nc2ccc(N3CCN(C(=O)C(C)C)CC3)cc2)cc1,3,0.9,5,11,9,-2,21,-6,0.67
O=C(c1ccc(COc2ccc3ccccc3c2)o1)N1N=C(C(F)F)CC1(O)C(F)F (centres undefined),-6,1.1,3,13,-10,0,-26,-2,-0.66
COc1ccc(C(N)CCc2ccc(C)o2)cc1 (centres undefined),-6,0.8,-2,-3,21,3,24,-7,nt
COc1cccc(C(CC(=O)NCc2ccco2)NS(=O)(=O)c2ccc(C)cc2)c1OC (centres undefined),1,0.2,nt,4,81*,nt,nt,nt,-0.53

# Arranged by count of non-hydrogen atoms (ascending): some entries from above.
SMILES,PostGolgi yeast,CYP2C19 act,sEH inhibitor,PostGolgi ctrl,CYP2C19 inhib,sEH act,S1P2 blocker,S1P2 ag,hDAT+cocaine
Oc1ccccc1C1=Nc2ccccc2N=C(c2cccs2)C1,0,0.8,-6,30,23,7,9,-4,-1.2
CN(CC(=O)N1CC=C(c2ccccc2)CC1)S(=O)(=O)c1cnc[nH]1,-1,0,12,20,95*,-13,13,-5,0.64
O=C(CN(Cc1ccccc1)S(=O)(=O)c1ccccc1)N/N=C/c1ccccc1[N+](=O)[O-],-2,0.6,13,18,42,-11,11,-6,1.1
COc1cc(CN2C(=O)C(NC(=O)c3ccco3)(C(F)(F)F)C3=C2CC(C)(C)CC3=O)cc(OC)c1 (centres undefined),4,0.9,-10,16,14,7,-6,-1,1.9
